PRMT1 FP inh – inhibitors of human PRMT1; Q99873; recombinant PRMT1, activity-based probe fluorescence polarization; inhibition, % at 2.79 µM; actives 1.3% (n = 370,000);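 active means inhibition above about 21% made by adding two undisclosed values, limit read from the data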
MBD2 DNA inh – MBD2-methylated oligo binding inhibition; TR-FRET, MBD2 binding to methylated oligonucleotide; inhibition, % at 4.4 µM; actives 0.31% (n = 370,000); AID 686964; in the data active means inhibition above about 13%
Target sequence (Q9UBB5 whole entry, looked up): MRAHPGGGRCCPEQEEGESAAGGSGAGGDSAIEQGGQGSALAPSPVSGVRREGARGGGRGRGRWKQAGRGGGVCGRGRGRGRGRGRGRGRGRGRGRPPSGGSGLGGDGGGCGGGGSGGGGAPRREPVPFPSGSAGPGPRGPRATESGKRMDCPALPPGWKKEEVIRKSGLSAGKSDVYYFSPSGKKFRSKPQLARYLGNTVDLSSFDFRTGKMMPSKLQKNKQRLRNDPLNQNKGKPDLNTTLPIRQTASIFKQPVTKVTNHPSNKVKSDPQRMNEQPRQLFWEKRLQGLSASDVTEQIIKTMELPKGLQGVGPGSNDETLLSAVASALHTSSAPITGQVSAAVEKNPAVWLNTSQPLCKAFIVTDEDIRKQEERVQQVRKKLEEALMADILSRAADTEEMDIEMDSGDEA
UHRF1 MBD2 ctr – UHRF1 methyl-DNA binding inhibition; UHRF1 binding to methylated oligo, TR-FRET; inhibition, % at 4.4 µM; actives 0.75% (n = 370,000); Q96T88; in the data active means inhibition above about 21%;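 further: UHRF1 SRA domain binding a hemimethylated CpG hairpin DNA probe; 0% = median of test compound wells and 100% = reference inhibitor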
DDE Tn7 FP inh – inhibitors of Tn7 peptide binding to human fibrin DD(E); P02675; FP displacement of FITC-Tn7 peptide from fibrin DD(E); 0% = median of compound wells per plate; inhibition, % at 8.3 µM; actives 0.13% (n = 370,000); AID 720508;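 active means inhibition above the mean of compounds falling within the control limits plus 3 SD of them, cut at about 14% in these data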;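 further: 0% = plate median of compound wells and 100% = 10 µM Aha-Tn7 peptide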
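Test system: human clot-derived fibrin DD(E) complex / Quantity: 2 µM final DD(E) protein / Incubation: 10 min plus 3 h, room temperature / Measured by: fluorescence polarization / Benchmarks: high control of 10 µM Aha-Tn7 peptide / Replicates: singlicate testing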
TDP2 inh – TDP2 (human) inhibition, absorbance primary screen | recombinant TDP2, T5PNP hydrolysis, p-nitrophenol absorbance 415 nm | inhibition, % at 12.8 µM | actives 0.34% (n = 370,000);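 active means inhibition above the mean of all tested compounds plus 3 SD, set per campaign, cut at about 25% in these data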;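 further: 0% = DMSO with enzyme and 100% = buffer with substrate but no TDP2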
Target sequence (O95551 whole entry, looked up): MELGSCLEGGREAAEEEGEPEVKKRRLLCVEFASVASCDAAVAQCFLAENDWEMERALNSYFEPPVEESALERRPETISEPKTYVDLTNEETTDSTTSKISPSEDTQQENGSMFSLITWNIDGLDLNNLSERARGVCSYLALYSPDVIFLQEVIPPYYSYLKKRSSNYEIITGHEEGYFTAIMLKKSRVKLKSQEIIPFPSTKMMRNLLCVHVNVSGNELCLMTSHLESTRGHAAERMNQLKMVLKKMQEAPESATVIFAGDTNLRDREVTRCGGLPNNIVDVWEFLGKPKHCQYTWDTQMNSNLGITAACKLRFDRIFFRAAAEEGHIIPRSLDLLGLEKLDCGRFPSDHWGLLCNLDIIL
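test system = human TDP2 enzyme | input = TDP2 enzyme at 120 nM final | medium = 50 mM Tris-HCl pH 7.5 with Mg2+, KCl, DTT, BSA | also added = T5PNP substrate, 5 mM | times = 2 h at 37 °C | technique = epi absorbance | benchmarks = high control without enzyme, low control DMSO plus TDP2 | replication = each compound tested once, singlicate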
TCR-CD3 inh – inhibitors of human TCR-CD3 interaction. TAMRA-labeled TCR probe fluorescence, biochemical. inhibition, % at 9.4 µM. actives 0.37% (n = 360,000). AID 651800; in the data active means inhibition above about 19%;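 further: recombinant mutant TCR 2C K166C tagged with TAMRA read by polarization; 0% = receptor in buffer alone and 100% = receptor with positive control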
Tn6 DDE FP – inhibitors of Tn6 peptide binding to human fibrin DD(E). actives 0.21% (n = 370,000). P02675. Fibrin DD(E) TRITC-Tn6 fluorescence polarization displacement. AID 720509. inhibition, % at 8.3 µM;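 active means inhibition above a per-campaign cutoff: mean of compounds within control limits plus 3 SD, cut at about 15% in these data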;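 further: 0% = median of all compound wells on the plate and 100% = blocking peptide control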
LEDGF integ inh – blocks HIV-1 LEDGF/p75-dependent DNA integration; TR-FRET IN-LEDGF/p75 DNA integration, Eu/Cy5; inhibition, % at 3.7 µM; actives 0.64% (n = 370,000); AID 743269;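 active means inhibition above the screen-wide mean plus 3 SD, cut at about 13% in these data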;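 further: signal is the Cy5 over europium emission ratio at 671 and 618 nm; 0% = plate median of compound wells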
proKLK7 act – proKLK7 (human) activation, primary screen; P49862; purified proKLK7, EDANS-DABCYL substrate fluorescence; 100% is mature enzyme control, 0% vehicle; activation, % at 7 µM; actives 0.9% (n = 370,000); AID 652039;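 active means activation above the mean of all tested compounds plus 3 SD, computed per campaign excluding outliers beyond control limits, cut at about 13% in these data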
Target sequence (P49862 whole entry, looked up): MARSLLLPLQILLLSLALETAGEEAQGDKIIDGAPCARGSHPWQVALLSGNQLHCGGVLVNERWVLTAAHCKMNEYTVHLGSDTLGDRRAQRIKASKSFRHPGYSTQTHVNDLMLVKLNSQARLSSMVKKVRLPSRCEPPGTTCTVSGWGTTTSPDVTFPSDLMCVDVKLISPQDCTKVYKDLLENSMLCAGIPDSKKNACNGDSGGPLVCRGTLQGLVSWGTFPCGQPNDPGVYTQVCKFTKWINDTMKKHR
SIAE inh – blocks human sialic acid acetylesterase. Q9HAT2. actives 0.69% (n = 370,000). inhibition, % at 9.66 µM. SIAE FP-Rh probe binding, fluorescence polarization;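 active means inhibition above a cutoff: mean of compounds within the control limits plus 3 SD of those, cut at about 17% in these data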;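 further: 0% = plate median of compound wells and 100% = probe without SIAE protein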
Numbers without * were called inactive; . = no result given.

SMILES	PRMT1 FP inh	MBD2 DNA inh	UHRF1 MBD2 ctr	DDE Tn7 FP inh	TDP2 inh	TCR-CD3 inh	Tn6 DDE FP	LEDGF integ inh	proKLK7 act	SIAE inh
[N-]=[N+]=CC(=O)CC(c1ccccc1)N1C(=O)c2ccccc2C1=O (stereo not drawn)	6	-3	4	-1	14	16	4	2	-0.4	4
Cc1ccc(N2CC(C(=O)NCCN3CCOCC3)CC2=O)cc1 (stereo not drawn)	3	6	4	2	5	1	2	-2	-0.3	1
N#CC1(c2ccccc2)CCC(=O)N1c1ccccc1 (stereo not drawn)	-4	-1	-1	1	13	-2	-6	3	0.5	10
COc1cccc(NC(=O)N2CCc3ccccc3C2)c1	-1	6	2	-6	5	5	-6	1	0.1	0
CCOC(=O)CC1(C)SC(NC(C)=O)=NN1C(C)=O (stereo not drawn)	4	-6	0	1	-1	2	-3	3	-0.2	4
CC1(C)C(C=C(Cl)Cl)C1C(=O)N1CCN(c2ccccc2)CC1 (stereo not drawn)	0	-2	1	-2	-13	3	-2	1	0.3	-8
N#Cc1ccncc1S(=O)c1ccc(Cl)cc1 (stereo not drawn)	3	3	3	10	9	-1	0	-1	0.4	0
Cc1ccc(-c2csc(NC(=O)CSc3nc(C)cc(=O)[nH]3)n2)cc1	20	-3	-4	-4	12	2	-5	-1	-0.3	-33
COc1cccc(NC(=O)N2C3CCCC2CC(NC(C)=O)C3)c1 (stereo not drawn)	-4	-8	-1	-3	-7	-3	-9	5	0.0	12
Cc1nn(Cc2cccc(C(=O)O)c2)c(C)c1[N+](=O)[O-]	-4	7	4	-2	-3	2	-1	-1	0.8	0
COC(=O)CSc1nnc(-c2c[nH]c3ccccc23)o1	0	-2	0	8	6	-4	1	1	1.0	12
CC1CCCCN1C(=O)CCNC(=O)Cn1cnc2ccccc2c1=O (stereo not drawn)	1	0	-1	1	9	5	-2	-1	0.4	5
CCCCn1c(SCC(=O)Nc2ccc3c(c2)OCO3)nc2c1c(=O)n(C)c(=O)n2C	2	-5	-1	-4	2	1	-1	0	-0.1	2
CCCCC(CCC(=O)NNC(=O)Cc1ccccc1)C(=O)O (stereo not drawn)	4	6	1	2	-9	2	4	-4	-0.9	-3
CN(C)[C@@H]1CCN(c2ccc3c(c2)O[C@@H]2CCN(C2)S3(=O)=O)C1	-4	0	2	-3	0	.	5	-3	0.1	6
O=C(NS(=O)(=O)c1ccccc1)c1ccccc1F	0	-2	0	-1	-3	-5	-11	-1	-0.7	-1
O=C(NCc1cccnc1)c1ccccc1Br	3	0	-1	2	-7	-2	7	-2	0.4	0
Cc1ccc(C(=O)NCC(=O)OCC(=O)NCC(F)(F)F)cc1	-2	0	1	-5	-3	2	-6	3	-0.3	-4
CCN1C(=O)/C(=C\c2cccn2-c2ccc([N+](=O)[O-])cc2)N(CC)C1=S	0	-1	-2	-1	-3	-3	5	5	0.9	2
Cn1ccnc1SCC(=O)Nc1cccc(O)c1	-4	4	-3	5	10	0	4	2	-0.5	1

Limited to SIAE inh, TCR-CD3 inh and Tn6 DDE FP, for some of the entries so far:
molecule | SIAE inh | TCR-CD3 inh | Tn6 DDE FP
CCOC(=O)CC1(C)SC(NC(C)=O)=NN1C(C)=O (stereo not drawn) | 4 | 2 | -3
CC1(C)C(C=C(Cl)Cl)C1C(=O)N1CCN(c2ccccc2)CC1 (stereo not drawn) | -8 | 3 | -2

Continued.
SMILES	PRMT1 FP inh	MBD2 DNA inh	UHRF1 MBD2 ctr	DDE Tn7 FP inh	TDP2 inh	TCR-CD3 inh	Tn6 DDE FP	LEDGF integ inh	proKLK7 act	SIAE inh
COC(=O)CCCC1=CC2=CC(=O)C(C)(OC(=O)c3cccs3)C(=O)C2=CN1CCc1ccccn1 (stereo not drawn)	5	-9	-6	2	9	12	12	2	0.8	6
N#Cc1ccsc1NC(=O)C1CC(=O)N(Cc2ccccc2)C1 (stereo not drawn)	-4	-5	13	2	-1	-4	-4	2	0.4	-7
COCC(=O)N1CCC(n2nnc3cc(F)ccc32)CC1	-3	-7	-2	-1	12	7	7	-1	0.0	-2
O=P(O)(OCc1ccccc1)OCc1ccccc1	14	11	6	-1	-6	0	-7	-2	-0.9	0
Cc1cccc(C)c1N(CC(=O)NN=C1CCCCCC1)S(C)(=O)=O	-6	-7	2	0	-10	9	0	-3	0.3	-7
COC(=O)c1ccc(NC(=O)CSc2nnc(COc3ccccc3)n2C)cc1	0	6	-2	0	2	7	-8	2	-0.2	0
CC(C)Nc1ncnc2c1cnn2Cc1ccc(Cl)cc1	-3	-3	2	1	-18	0	-1	11	-0.4	2
CCSC1=NSC2=NC(=O)/C(=C\c3coc4ccccc4c3=O)C(=N)N12	7	0	-6	-5	-7	1	-1	0	-2.3	-19
CC1CCCCC1NC(=O)CNC(=O)c1ccco1 (stereo not drawn)	2	-3	2	3	-1	-7	1	-1	-0.1	-5
Cc1nnc(SC(C)C(=O)Nc2ccc(S(=O)(=O)NC3CCCCC3)cc2)s1 (stereo not drawn)	-1	-1	3	-2	-5	8	3	-2	0.7	12
CCn1c(SCC(=O)N/N=C(\C)c2ccco2)nnc1-c1ccccc1	0	-4	2	3	-11	-6	-2	-1	0.1	5
CCCCNC(=S)NNC(=O)C1=NN(c2cc(C)ccc2C)C(=O)CC1	2	3	-1	9	0	-5	1	-2	2.1	-2
Cc1ccc(N2C(=O)N3[C@H](c4ccc(Cl)cc4)[C@@H]4C(=O)N(C5CCCCC5)C(=O)[C@@H]4[C@]3(Cc3ccccc3)C2=O)cc1	0	-2	-2	4	2	5	-8	-1	-0.1	-3
CC(=O)N1CCc2cc(S(=O)(=O)CCC(=O)O)ccc21	0	3	4	4	-9	-6	2	0	-0.1	-2
Cn1nccc1C(=O)NC1CCCc2c1cnn2-c1ccc(C(C)(C)C)cc1 (stereo not drawn)	-1	-4	1	10	8	10	0	0	0.0	-4
C=CC[C@@H](CC(=O)N[C@@H](CO)Cc1ccccc1)C(=O)N[C@@H](C)COC(=O)[C@@H](CC=C)Cc1ccc(F)cc1	-3	1	0	3	-6	0	-3	0	-0.8	-6
O=C1CSC(c2ccc(F)c(F)c2)N1c1ccccc1F (stereo not drawn)	1	-4	-1	-4	17	6	-3	-4	0.0	1
CS(=O)(=O)Nc1nnc(CCc2ccccc2)s1	0	0	3	-2	-10	-2	-2	-5	-0.5	-5
CCOc1ccccc1C(=O)N[C@H](C(=O)OCc1cc([N+](=O)[O-])cc2c1OCOC2)C(C)C	0	-2	0	-1	6	7	3	-1	1.0	0
CC(=O)c1ccc(OC2(C)CCN(Cc3cc4ccccc4[nH]3)C2)cc1 (stereo not drawn)	5	13*	9	7	4	31*	7	-2	0.1	9

Whole records, looked up by structure. Screens in order: PRMT1 FP inh, MBD2 DNA inh, UHRF1 MBD2 ctr, DDE Tn7 FP inh, TDP2 inh, TCR-CD3 inh, Tn6 DDE FP, LEDGF integ inh, proKLK7 act, SIAE inh
CCSC1=NSC2=NC(=O)/C(=C\c3coc4ccccc4c3=O)C(=N)N12 as listed: 7, 0, -6, -5, -7, 1, -1, 0, -2.3, -19
CCOc1ccccc1C(=O)N[C@H](C(=O)OCc1cc([N+](=O)[O-])cc2c1OCOC2)C(C)C as listed: 0, -2, 0, -1, 6, 7, 3, -1, 1.0, 0

(further entries)
SMILES	PRMT1 FP inh	MBD2 DNA inh	UHRF1 MBD2 ctr	DDE Tn7 FP inh	TDP2 inh	TCR-CD3 inh	Tn6 DDE FP	LEDGF integ inh	proKLK7 act	SIAE inh
COc1ccc(NC(=O)NC2(C)CCS(=O)(=O)C2)cc1 (stereo not drawn)	-2	1	4	-2	-11	0	4	11	0.1	-3
Cc1cc(C(=O)Cn2nc(C(=O)O)c3ccccc3c2=O)c(C)n1-c1ccc(OC(F)F)cc1	-4	2	0	0	8	-1	-9	10	0.6	-18
CC1Cc2cc(/C(O)=C3\C(=O)C(=O)N(CCN(C)C)C3c3ccccc3F)ccc2O1 (stereo not drawn)	-1	3	0	2	11	-4	-1	-1	0.5	-10
O=C(COC(=O)c1cncc(Br)c1)NC1CC1	3	-4	-3	1	-9	7	-6	1	-0.6	2
CCOC(=O)C/C(C)=N/NC(=O)CNc1cccc(Cl)c1C	3	3	0	-5	-4	-2	-6	-5	-0.1	6
CC1C/C(=C/c2cccs2)C(=O)/C(=C/c2cccs2)C1 (stereo not drawn)	22*	2	28*	-8	-17	-6	-3	29*	-0.3	-5
O=C(NC1CCCC1)C(c1cccnc1)N(C(=O)c1ccco1)c1cccc(F)c1 (stereo not drawn)	-1	-3	-4	2	3	-1	6	-3	0.5	-14
CCNC(=O)CSc1nc(-c2ccc(F)cc2)cs1	1	3	0	4	-1	-4	2	-2	0.1	-4
COc1ccc(OC)c(S(=O)(=O)N2CCCC2C(=O)N2CCc3ccccc3C2)c1 (stereo not drawn)	3	-1	2	1	-3	-3	-3	-6	-0.1	3
CCOc1ccc(C2NC(=O)NC(c3ccccc3)=C2C(C)=O)cc1OC (stereo not drawn)	-1	-4	0	-1	4	-1	-8	2	0.3	-4
COc1ccccc1CNS(=O)(=O)c1ccc(C)cc1	-4	2	-1	2	0	3	7	-1	-0.1	1
COc1cc(C2C3C(=O)N(Cc4ccccc4)C(=O)C3ON2c2ccccc2)cc(OC)c1O (stereo not drawn)	2	0	-1	2	3	-2	-6	1	0.4	8
Cc1ccc(C(C)C)cc1OCC(=O)Nc1nnc(C2CC2)s1	-2	4	27*	5	9	2	2	1	0.6	4
O=C(NCCN1CCC(n2c(=O)[nH]c3ccccc32)CC1)c1cccnc1Cl	0	0	-1	2	0	8	-3	2	-0.3	2
O=C(NCc1cccc(Cl)c1)c1ccc2c(c1)SC1=NS(=O)(=O)CCN12	15	-5	6	-7	-8	-1	-2	-6	-0.2	-3
NC(=O)/C(=C/c1cccnc1)NC(=O)c1ccccc1	1	4	-1	9	8	-2	7	1	0.1	-5
COC(=O)[C@]1(C)N[C@H](CN(C)S(=O)(=O)c2ccc(OC(F)(F)F)cc2)[C@@H]2C(=O)N(Cc3ccccc3)C(=O)[C@@H]21	1	-4	-2	1	0	1	6	15*	0.6	-3
COc1nc(Cl)cn(-c2ccc(Cl)cc2)c1=O	0	1	0	-5	1	4	1	-1	-0.4	1
COc1ccc2c(c1)[C@H]1[C@H](CO2)[C@H](c2ccccc2)[C@]2(C)C(=O)Nc3cc(F)ccc3C(=O)N12	2	2	4	2	-6	-4	-10	3	-0.2	-8
Cc1cccc(Nc2nnc(SCC(=O)NCC3CCCO3)s2)c1 (stereo not drawn)	-1	-6	-2	-4	-1	-1	-1	5	-0.1	0
CNC(=O)NC(=O)COc1c(F)c(F)cc(F)c1F	-4	-1	-1	-3	4	-6	-5	0	0.7	3
Cc1ccc(O)c(/C=N/NC(=O)c2[nH]ncc2Br)c1	-1	-1	-2	0	-1	13	-6	-1	0.0	1
COCCc1ncc(CN2CCCC(C(=O)Nc3cccc(-c4cccc(C)c4)c3)C2)cn1 (stereo not drawn)	-2	3	1	-5	1	-1	3	2	1.0	0
CC(C)NC(=S)NNc1ncnc2sc3c(c12)CC(C)(C)OC3	2	0	-3	-2	5	-2	2	2	-0.1	0
C/C(=N/NC(=O)CNC(=O)c1cccnc1)c1ccc(Cl)c(Cl)c1	3	2	3	1	8	-3	-4	0	0.2	1

Screening results (PubChem)
